Giardia kill: Giardia lamblia killing; Giardia lamblia trophozoite viability; activity change, % at 7.66 µM, hits read low; actives 0.15% (n = 340,000); AID 540267; in the data active = activity change below about -80%; inconclusive = between about -30% and that limit;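 also: parasites exposed to compound for two days anaerobically before the ATP read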
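Viability, read as ATP luminescence: trophozoites at 100 cells/well, compound added, 48 hrs anaerobic at 37 deg C, then 15-30 min room-temperature development before reading.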
Chronic BCR inh: blocks chronic active B-cell receptor signaling | ABC-DLBCL IkBa-CBG/CBR reporter, luminescence ratio, 4 h | Potency, µM (doses to about 46.1 µM), inactives show top-dose ratio change, negative = lower green/red ratio, most hits filed as inhibitors | AID 493014 | actives 0.05% (n = 340,000); active = well fitted inhibition curve with a large enough effect in the signal ratio, with a control signal flat, not every such curve was filed as active; inconclusive = small, poorly fitted or top-dose-only effect, or effect the other way, or a change in a side signal; the % refers to the signal ratio;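 also: potency is read from the fitted curve at half-maximal effect; plate controls were basal doxycycline-induced cells for no effect and cells given 10 µM MG132 for full effect; MG132 reads +100%, hits lower the ratio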
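TMD8 human ABC-DLBCL cells with doxycycline-inducible IκBα–green luciferase fusion and unfused red luciferase, in 0.5% FBS medium; compounds up to 46 uM, 4 h at 37C. Green/red luminescence ratio, filter-overlap corrected, fitted to concentration-response curves.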
GALK inh: blocks human galactokinase activity | P51570 | Purified GALK, Kinase-Glo residual ATP luminescence | Potency, µM (titrated, usually from 57.5 µM), for inactives: at the top dose activity change, negative = inhibition, usual class: inhibitors | actives 0.007% (n = 270,000); also: potency is read from the fitted curve at half-maximal effect
Target sequence (P51570 whole entry, looked up): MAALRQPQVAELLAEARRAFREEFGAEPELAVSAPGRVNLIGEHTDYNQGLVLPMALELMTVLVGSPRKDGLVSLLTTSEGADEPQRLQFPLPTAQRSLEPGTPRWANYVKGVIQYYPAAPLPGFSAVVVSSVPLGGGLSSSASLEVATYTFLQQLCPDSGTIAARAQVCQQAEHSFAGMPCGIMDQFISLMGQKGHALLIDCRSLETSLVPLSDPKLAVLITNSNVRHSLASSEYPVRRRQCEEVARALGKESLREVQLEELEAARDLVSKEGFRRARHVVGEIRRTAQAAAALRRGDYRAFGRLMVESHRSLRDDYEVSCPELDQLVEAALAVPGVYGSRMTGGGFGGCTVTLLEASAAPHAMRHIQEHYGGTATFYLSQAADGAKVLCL
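5 nM enzyme, 35 uM ATP, 100 uM galactose, 20 mM HEPES pH8.0, 5 mM MgCl2; 1 h RT; residual ATP by Kinase-Glo Plus luminescence, qHTS format.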
PKM2 activator: increases activity of human pyruvate kinase M2. actives 0.34% (n = 260,000). Potency, µM (doses to about 57.5 µM), without a hit: top-dose activation, most hits filed as activators. AID 1631. purified PKM2, Kinase-Glo ATP luminescence, activation; response scale: 0% is enzyme alone, no compound. P14618; also: potency is read from the fitted curve at half-maximal effect; nearly all actives have a fitted effect of over 55% in size
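Kinase-Glo luminescence reports ATP generated from ADP (0.1 mM) and PEP (0.5 mM) by purified hPK-M2 after 1 h at room temperature, pH 7.2 imidazole buffer; intermediate enzyme activity allows detecting inhibitors and activators.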
Eya2 inh: blocks the phosphatase activity of human Eya2; O00167; recombinant Eya2, OMFP fluorescence dephosphorylation (OMFP is methylfluorescein phosphate); Potency, µM (highest dose often 76.9 µM), for the others: top-dose activity, negative = inhibition, usual class: inhibitors; actives 0.006% (n = 330,000); AID 488837; also: potency is read from the fitted curve at half-maximal effect
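Eya2 protein (added as 0.2 uM solution) was preincubated with compound for 10 min at ambient temperature in 50 mM HEPES pH 7.5, 50 mM NaCl, 5 uM MgCl2, 0.05% BSA, 1 mM DTT. OMFP (added at 50 uM) then reacted 10 min; fluorescence read at 485/525 nm.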
B2AR arrestin: recruits beta-arrestin to the human beta2-adrenergic receptor. P07550. beta-arrestin recruitment to beta2AR, cell-based reporter. Potency, µM (highest dose often 46.1 µM), for inactives: top-dose activation, most hits filed as activators. actives 0.02% (n = 330,000). AID 492947;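 also: potency is read from the fitted curve at half-maximal effect; 0% = DMSO controls and full agonism = EC100 isoproterenol or metaproterenol; nearly all actives have a fitted effect of over 65% in size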
USP2a inh: inhibitors of human ubiquitin-specific protease USP2a. USP2 core, Ub-CHOP2 coupled fluorogenic reporter, 485/531. Potency, µM (series often up to 38.3 µM), inactives show top-dose activity change, negative = inhibition, most hits filed as inhibitors. actives 0.01% (n = 330,000);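 also: potency is read from the fitted curve at half-maximal effect; plate controls were DMSO wells for no effect and full inhibition by NEM control for full effect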
Target sequence (O75604 whole entry, looked up): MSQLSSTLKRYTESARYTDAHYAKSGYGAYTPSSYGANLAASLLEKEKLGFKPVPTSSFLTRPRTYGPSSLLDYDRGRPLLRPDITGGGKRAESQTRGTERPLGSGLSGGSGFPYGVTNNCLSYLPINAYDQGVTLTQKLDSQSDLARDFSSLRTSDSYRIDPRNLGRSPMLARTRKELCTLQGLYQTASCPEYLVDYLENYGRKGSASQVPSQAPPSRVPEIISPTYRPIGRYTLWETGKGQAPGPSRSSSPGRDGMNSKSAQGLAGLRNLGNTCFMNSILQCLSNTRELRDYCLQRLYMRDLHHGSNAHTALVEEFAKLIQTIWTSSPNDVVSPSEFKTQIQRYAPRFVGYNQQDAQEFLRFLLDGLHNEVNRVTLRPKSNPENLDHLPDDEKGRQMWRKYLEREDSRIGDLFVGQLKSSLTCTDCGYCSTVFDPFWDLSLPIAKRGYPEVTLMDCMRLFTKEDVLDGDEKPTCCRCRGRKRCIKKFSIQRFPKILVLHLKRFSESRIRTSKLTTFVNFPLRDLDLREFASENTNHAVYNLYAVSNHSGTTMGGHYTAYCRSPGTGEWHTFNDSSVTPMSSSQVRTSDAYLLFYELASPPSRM
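USP2 core (10nM final) preincubated 30min RT with compound in 20mM Tris-HCl pH 8.0, 2mM CaCl2, 2mM beta-mercaptoethanol, 0.05% CHAPS; 25nM Ub-CHOP2 plus 25nM reporter substrate added, fluorescence (Ex485/Em531) read after 60min.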
hERG WT inh: inhibitors of human wildtype KCNH2 potassium channel; U2OS, BacMam KCNH2, thallium flux FluxOr; stronger effect = lower value; AID 720551; actives 0.37% (n = 340,000); Q12809; activity change, % at 1.84 µM;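 active = maximum activity change below -70%; inconclusive = maximum activity change between -70% and -50%; inactive = maximum activity change above -50%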
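U2OS cells transduced with wild-type KCNH2 virus are loaded with FluxOr dye for 45 min, and thallium flux is measured in kinetic reads before and after stimulation buffer. Rate constants are normalized to DMSO controls.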
KCNH2 3.1 inh: blocks the human KCNH2 3.1 channel isoform. U2OS KCNH2 3.1, thallium flux FluxOr; stronger effect = lower value. activity change, % (tested at about 1.8 µM). actives 0.95% (n = 340,000). AID 720553;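 active = maximum activity change below -70%; inconclusive = maximum activity change from -70% to -50%; inactive = maximum activity change above -50%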;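 also: thallium influx rate constant from kinetic fluorescence after stimulation buffer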
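Kinetic fluorescence (2 min after stimulation buffer) measures Tl+ influx through KCNH2 3.1 expressed by viral transduction in U2OS cells; the rate constant is normalized against DMSO controls serving as positive and negative references.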
FBPA coupling cs: counter-screen for Giardia aldolase inhibitors: coupling enzyme system | activity change, negative = inhibition, % at 58.2 µM, hits read low | actives 0.67% (n = 290,000) | coupling enzyme system counterscreen, AmpLite Red fluorescence; in the data active = activity change below about -30%
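Compounds tested against the coupling enzymes alone at 57.5 uM final; readout was AmpLite Red fluorescence (525/598 nm) after 20 min at RT.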
uPA generation: cell surface uPA generation inhibition; cell surface uPA generation assay, qHTS; Potency, µM (highest dose often 38.3 µM), inactives show at the top dose activity change, negative = inhibition, actives largely listed as inhibitors; actives 0.31% (n = 330,000); active = well fitted inhibition curve with a large enough effect; inconclusive = small, poorly fitted or top-dose-only effect; inactive = no such curve, though single readings can be large or run the other way; tested in mouse RAW 264.7 cells; also: potency is read from the fitted curve at half-maximal effect; nearly all actives have a fitted effect of over 55% in size
* = called active by the depositor; ? = inconclusive; . = not tested or not shown; & = joins results of further samples; [ ] = another dose, or the depositor's remark. Unless noted, calls follow the shape of the dose curve; as a rule, active = well fitted curve in the direction sought with a large enough effect; inconclusive = small, poorly fitted or top-dose-only effect, or another doubt; inactive = no such curve, though single readings can be large; an effect the other way counts as inactive or inconclusive. Unless noted, % is scaled to controls: 0 for no effect and ±100 for the full control effect.

SMILES	Giardia kill	Chronic BCR inh	GALK inh	PKM2 activator	Eya2 inh	B2AR arrestin	USP2a inh	hERG WT inh	KCNH2 3.1 inh	FBPA coupling cs	uPA generation
Cc1onc(-c2c(Cl)cccc2Cl)c1C(=O)Nc1ccc(Cl)cn1	-1	1%	-1%	-5%	-1%	-1.1%	-5%	3	20	-10	1%
Cc1sc2ncnc(Sc3ccccc3C(=O)Nc3ccccc3Cl)c2c1C	7	3%	-1%	8%	-13%	-0.6%	4%	10	-14	0	1%
COCCn1c(SCC(=O)Nc2cccc(OC)c2)nnc1-c1ccc(Cl)cc1	5	2%	0%	4%	12%	-0.5%	-1%	-12	-22	1	3%
Cc1ccc(S(=O)(=O)c2nc(-c3cccs3)oc2NCc2cccnc2)cc1	-3	0%	-8%	8%	9%	-1.0%	4%	-6	.	2	-3%
O=C(Cn1nnc(-c2cccc(C(F)(F)F)c2)n1)NNS(=O)(=O)c1cccc(C(F)(F)F)c1	10	-1%	3%	-2%	-25%	-1.4%	0%	0	-6	0	19%
Cc1ccc(NC(=O)c2ccc([N+](=O)[O-])o2)c(C)c1	-90*	-5%	0%	1%	-6%	-0.1%	1%	3	9	-4	?
Cc1ccccc1NC(=O)c1ccc(S(=O)(=O)N(C)C)cc1	-9	-21%	1%	1%	-12%	0.7%	-2%	-7	7	-5	4%
Cc1c(C(=O)N2CCN(c3ccc(F)cc3)CC2)sc2nc(-c3ccccc3)cn12	0	-1%	-1%	-1%	-11%	-0.8%	-1%	-12	-41	-2	-4%
Cc1cc(C)cc(NC(=O)c2ccccc2NC(=O)CCC(=O)O)c1	-22	0%	2%	0%	3%	-0.8%	3%	1	1	-3	1%
O=C(c1ccc(F)cc1)C1CCN(C(=S)Nc2ccccc2)CC1	-15	0%	-1%	-1%	-3%	-1.0%	0%	5	-24	5	3%
CCOc1cc(CNCCSc2nnnn2C)cc(Br)c1OCc1ccc(F)cc1	8	12%	-4%	-3%	-25%	-0.7%	-2%	3	-24	1	-6%
O=C(NC(=O)c1cc([N+](=O)[O-])ccc1Cl)C1=C(N2CCCC2)COC1=O	25	1%	.	.	8%	-0.2%	6%	17	-1	.	?
Cn1c(=O)[nH]c(=O)c2c1nc(N/N=C/c1ccncc1)n2Cc1ccc(F)cc1	2	3%	2%	0%	4%	-0.3%	0%	4	-4	1	-5%
O=C(NCc1ccc(F)cc1)C1CCN(S(=O)(=O)c2ccc(Cl)cc2)CC1	11	2%	2%	-1%	-1%	0.3%	1%	9	-1	2	2%
CCOC(=O)CCSc1nc(C)c2cc(OC)ccc2n1	4	0%	0%	0%	1%	-0.4%	0%	-29	-8	-5	12%
Cc1cc(C(F)(F)F)nn1CC(=O)NCc1ccco1	-10	1%	7%	-5%	-22%	0.4%	1%	.	15	0	-11%
c1ccc2c(c1)nc1n2CCN1CCNC1CCCCC1	-13	-2%	1%	-14%	2%	2.8%	-8%	0	.	-5	0%
Cn1nnnc1SC1CC(=O)N(c2ccccc2)C1=O (configuration not stated)	-18	?	1%	16%	6%	0.4%	0%	-2	0	0	0%
O=C(Cn1cnc2ccccc2c1=O)N1CCN(Cc2ccccc2)CC1	0	6%	0%	-1%	1%	0.1%	2%	19	23	0	-5%
CCOc1ccccc1NC(=O)CC1NCCNC1=O (configuration not stated)	2	1%	1%	-2%	-17%	-0.3%	5%	-9	5	4	1%
Cn1c2ccccc2c2nnc(SCC(=O)NCc3ccoc3)nc21	9	-7%	-2%	7%	-17%	0.1%	0%	-21	1	1	-13%
Cc1cc(OCC(=O)NCCO)cc(C)c1Cl	15	3%	1%	-7%	3%[15.4 µM]	0.1%	3%	-15	30	-1	-7%
COc1cc(CNCCc2c[nH]c3ccccc23)ccc1OCc1ccccc1F	-9	?	0%	-1%	-11%	-0.4%	1%	27	-79*	.	-26%
C=CCc1ccc(O)c(-c2cc(CC=C)ccc2O)c1	20	0%	8%	-2%	-27%	-0.2%	0%	2	7	7&1&2	2%
C=CCn1c(SCC(=O)NC2CCCC2)nc2sc(C)cc2c1=O	37[activator]	11%	.	.	-7%	-0.6%	-1%	8	-9	.	1%

(more compounds)
SMILES	Giardia kill	Chronic BCR inh	GALK inh	PKM2 activator	Eya2 inh	B2AR arrestin	USP2a inh	hERG WT inh	KCNH2 3.1 inh	FBPA coupling cs	uPA generation
Cc1ccc(S(=O)(=O)N2CCN(c3ccccc3)CC2)cc1C(N)=O	4	1%	2%	18%	3%	0.1%	2%	10	-14	4	4%
CCOc1ccc(Cl)cc1/C=C1/C(=O)ON=C1C	24	10%	1%	.	18%	0.2%	1%	-13	4	0	1%
CC(=O)c1cccc(NC(=O)c2ccc3c(c2)CCCC3)c1	-25	?	9%	.	0%	-0.3%	-6%	42	-9	-10	?
CCC(=O)Nc1ccc(C(=O)NNC(=O)c2cc([N+](=O)[O-])cc([N+](=O)[O-])c2)cc1	-25	16%	-1%	-2%	10%	-1.1%	1%	-3	-30	-1	0%
COc1cc2c(cc1NC(=O)c1cccc([N+](=O)[O-])c1C)oc1ccccc12	9	5%	-2%	7%	-9%	-0.6%	-2%	-8	-9	1	.
CCCN1Cc2cccc(C(=O)N3CCN(c4ccccc4)CC3)c2C1=O	-21	20%	0%	-5%	1%	-0.7%	0%	1	-8	4	-2%
Cc1cccc(Nc2ncnc3nc[nH]c23)c1	10	?	-1%	-7%	-13%	0.3%	1%	4	12	0	-19%
COc1ccc(-n2nnc3c(=O)n(CC(=O)N4CCCc5ccccc54)cnc32)cc1	11	?	2%	5%	-2%	0.0%	2%	3	-4	1	-6%
O=c1[nH]c(CSc2nnnn2-c2ccc(Cl)cc2)nc2ccccc12	-3	-1%	1%	.	-5%	-0.6%	4%	0	4	1	0%
Cc1nc(Nc2ccc(Cl)c(Cl)c2)sc1C(=O)Nc1ccccc1	5	?	0%	4%	-21%	-1.8%	-7%	3	-11	0	15%
COc1cccc(NC(=O)COC(=O)c2c3c(nc4ccccc24)CCC(C)C3)c1 (configuration not stated)	8	?	3%	5%	7%	0.2%	0%	-1	-7	.	.
CCn1c(SCC(=O)NC2(C#N)CCCCC2)nc2ccccc2c1=O	7	-4%	.	.	-23%	-0.1%	-2%	-27	-5	.	2%
Cc1cccc(N(Cc2ccccc2)C(=O)Cc2ccc(S(=O)(=O)N3CCOCC3)s2)c1	1	2%	.	.	14%	-0.3%	-2%	7	-13	.	-6%
N#CC1(NC(=O)COC(=O)c2ccccc2SCC(=O)N2CCCC2)CCCCC1	-5	?	6%	19%	-3%	0.4%	2%	-1	-3	.	-5%
Cc1cc2c(cc1S(=O)(=O)CCC(=O)NC1CCCCC1C)OCC(=O)N2 (configuration not stated)	11	-1%	.	-26%	7%	0.2%	2%	-6	4	2	12%
CC(=O)/C(=N\Nc1ccccc1)Sc1nnc(-c2ccccc2)n1-c1ccccc1	0	3%	-2%	-10%	-9%	-0.6%	0%	-17	.	-2	-8%
CCOC(=O)c1cc(-c2ccccc2)sc1NC(=O)CN1C(=O)NC(CC)(c2ccc(F)cc2)C1=O (configuration not stated)	3	14%	-4%	-7%	-21%	-0.3%	-1%	-5	-11	-3	0%
COc1ccc(-c2nc(SC(CC(=O)NCCO)c3cccs3)n[nH]2)cc1 (configuration not stated)	1	0%	1%	14%	6%	-0.3%	2%	7	8	5	5%
CC(C)C(C(=O)NCc1ccco1)N(Cc1ccco1)C(=O)CNS(=O)(=O)c1ccc(F)cc1 (configuration not stated)	-23	?	-3%	.	5%	0.5%	2%	-10	0	-2	1%
COCCn1c(NCc2ccco2)nc2c1c(=O)[nH]c(=O)n2C	-12	-10%	5%	-5%	1%	-0.4%	5%	6	18	0	3%
O=C(O)c1ccc2c(c1)S(=O)(=O)c1cc(Cl)ccc1C2=O	20	13%	.	.	6%	-0.1%	0%	.	.	.	-6%
Cc1ccccc1S(=O)(=O)Cc1ccc(C(=O)NCCCN2CCN(C)CC2)o1	-1	-15%	4%	-15%	17%	-0.8%	3%	-3	5	-3	2%
CC(=O)N(c1c(C)n(C)n(-c2ccccc2)c1=O)C1(C(=O)NC2CCCCC2)CCCCC1	-8	?	-2%	-1%	19%	0.0%	3%	2	0	0	3%
COC(=O)C(C)N(C(=O)c1ccc(C(=O)c2ccccc2)cc1)c1c(C)cccc1C (configuration not stated)	-8	?	-1%	-1%	-1%	0.2%	1%	-1	2	4	.
CCN(CC(=O)NCCc1ccc(S(N)(=O)=O)cc1)Cc1nc2cc(OC)c(OC)cc2c(=O)[nH]1	-4	-10%	0%	-14%	1%	0.2%	1%	-15	2	3	10%
O=C(OCc1c(Cl)cccc1Cl)c1ccncc1	2	-7%	0%	19%	-4%	-0.4%	-2%	-34	-2	6	-2%
